MKP-3 inhibition: MKP-3 phosphatase inhibitors, primary screen, biochemical, rat enzyme, in vitro (AID 425). inhibition, % at 20 µM, or IC50 in µM where a hit was titrated. recombinant MKP-3 phosphatase activity, fluorescence; higher % means a stronger effect. 0.17% of 110,000 active; in the data active = inhibition above about 50%;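 also: plate controls were vehicle for no effect and reference inhibitor for full effect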
Hsp70 inhibitors: Hsp70 inhibitors, probe displacement, primary screen, biochemical, fluorescence polarization (AID 583); Heat shock 70 kDa protein 1A (Homo sapiens); Hsp70 fluorescence polarization probe displacement, mP; higher % means a stronger effect; one-dose displacement, % at 20 µM; IC50 in µM for titrated hits; 0.06% of 140,000 active; in the data active = displacement above about 50%;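 also: plate controls were vehicle for no effect and reference ligand for full effect; a part of the inactive calls stands beside numbers as strong as those of hits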
Starred values were filed as active, the others as inactive; . = no result given; & = joins results of further samples. The list is partial. The share of hits here may be higher or lower than overall.

The first seven entries, ahead of the listing:
Each structure is followed by: MKP-3 inhibition | Hsp70 inhibitors
- CCc1ccc(/C=C2\C(=O)N(c3ccc(Cl)c(C(=O)O)c3)N=C2C)cc1
→ 12% | 2.4%
- CNC(=O)c1ccccc1NC(=O)c1c(O)c2c([nH]c1=O)CCCC2
→ -3% | 1.5%
- O=c1oc2c(CN3CCCCC3)c(O)ccc2c2c1CCCC2
→ . | 4.9%
- COc1cc(C(=O)Nc2ccc(N3C(=O)c4ccc(Cl)cc4C3=O)c(C)c2)cc(OC)c1OC
→ 5% | -102%
- Cc1ccc(C(=O)NNC(=S)Nc2cccc(Cl)c2Cl)cc1[N+](=O)[O-]
→ . | 1.9%
- CCOC(=O)C1CCCN(c2ncnc3c2cnn3-c2cccc(C)c2)C1 (configuration not stated)
→ 2% | 1.1%
- c1ccc(Oc2cccc(OCCCCCCN3CCOCC3)c2)cc1
→ 1% | 0.7%

The list itself, repeating the preview:
Each structure is followed by: MKP-3 inhibition | Hsp70 inhibitors
- CCc1ccc(/C=C2\C(=O)N(c3ccc(Cl)c(C(=O)O)c3)N=C2C)cc1
→ 12% | 2.4%
- CNC(=O)c1ccccc1NC(=O)c1c(O)c2c([nH]c1=O)CCCC2
→ -3% | 1.5%
- O=c1oc2c(CN3CCCCC3)c(O)ccc2c2c1CCCC2
→ . | 4.9%
- COc1cc(C(=O)Nc2ccc(N3C(=O)c4ccc(Cl)cc4C3=O)c(C)c2)cc(OC)c1OC
→ 5% | -102%
- Cc1ccc(C(=O)NNC(=S)Nc2cccc(Cl)c2Cl)cc1[N+](=O)[O-]
→ . | 1.9%
- CCOC(=O)C1CCCN(c2ncnc3c2cnn3-c2cccc(C)c2)C1 (configuration not stated)
→ 2% | 1.1%
- c1ccc(Oc2cccc(OCCCCCCN3CCOCC3)c2)cc1
→ 1% | 0.7%
- COc1ccc(-n2c(Cn3c(=O)sc4ccccc43)nnc2SCC(N)=O)cc1
→ 3% | 2.7%
- Cc1ccc(C(=O)CCC(=O)CCC(=O)O)cc1
→ . | -32%
- Cc1c(C(=O)Nc2ccc(-n3cnnn3)cc2)oc2ccccc12
→ 13% | 3.3%
- CC(C)NC(=O)c1cc2c(s1)CCCC2
→ . | -4.2%
- Cc1ccccc1NC(=O)c1c(NC(=S)Nc2ccccc2)sc2c1CCCCC2
→ 2% | -0.9%
- Cc1ccc(C)n1-c1nc(=S)[nH][nH]1
→ . | 8.5%
- CCOc1ccc(CN2CCN(S(C)(=O)=O)CC2)cc1
→ 1% | 0.1%
- O=C(NC1CC1)C1CCCN(C(=O)Nc2ccc(F)cc2)C1 (configuration not stated)
→ 0% | -7.5%
- CCCCCCCCS(=O)(=O)c1sc2nc(C)cc(C)c2c1N
→ 0% | 5.0%
- Fc1ccc(OCCN2CCCCC2)cc1
→ -1% | 6.3%
- NS(=O)(=O)c1ccc(CCNC(=O)C2CCCN(S(=O)(=O)c3cccnc3)C2)cc1 (configuration not stated)
→ 5% | 1.0%
- CC(C(=O)Nc1ccc(I)cc1)N1C(=O)c2ccccc2C1=O (configuration not stated)
→ 3% | -3.4%
- O=C1c2ccccc2C(=O)N1CCCc1nc2ccccc2c(=O)n1Cc1ccco1
→ -17%&-2% | 0.5%&1.6%
- COc1ccc(Oc2cc(C)c3ccccc3n2)cc1
→ . | -1.0%
- CC1=C(C#N)C(c2ccccc2F)C2=C(CCCC2=O)N1 (configuration not stated)
→ 1% | 1.8%
- FC(F)(F)c1ccccc1CN1CCN(C2CCCC2)CC1
→ 3% | -3.4%
- O=CNC(Nc1ccc(Cl)cc1Cl)C(Cl)(Cl)Cl (configuration not stated)
→ 4% | -2.6%
- O=C(Cn1nc(-c2ccccc2)c2ccccc2c1=O)NCCN1CCOCC1
→ -8% | -3.6%
- CCC12CCCN3CCC4(C(=C(C(=O)OC)C1)Nc1ccccc14)C32 (configuration not stated)
→ -7% | -1.8%
- O=C(Cc1cn2ccsc2n1)Nc1ccccc1Oc1ccccc1
→ -5% | 2.2%
- O=C1NCC(c2ccccc2)C1C(=O)N/N=C\c1ccc(-c2cccc(Cl)c2Cl)o1 (configuration not stated)
→ . | 0.9%
- CCN1C(=O)/C(=C\c2cc(Cl)c(O)c(Cl)c2)SC1=S
→ -2% | -159%
- CCOC(=O)c1[nH]c(C)c(C(=O)NC2CCCCC2)c1C
→ 4% | -2.7%

Next entries follow.
Each structure is followed by: MKP-3 inhibition | Hsp70 inhibitors
- C=CC[n+]1c(/C=C/c2ccc(N(C)C)cc2)ccc2ccccc21
→ 4% | -2.5%
- CCOC(=O)C1=C(C)NC(=O)N(C(C)=O)C1c1cccc([N+](=O)[O-])c1 (configuration not stated)
→ 0% | 3.2%
- N#Cc1nc(-c2cccc3ccccc23)oc1NCCN1CCCCC1
→ . | -2.6%
- CCOC(=O)C(CC)n1cnc2c(oc3ccccc32)c1=O (configuration not stated)
→ -1% | 0.1%
- CCOC(=O)c1cc(C)n(Cc2cccc(OC)c2OC)c1C
→ 5% | -1.6%
- O=C(N1CCCCC1)N1CCCN(C(=O)N2CCCCC2)CC1
→ -4% | 2.3%
- O=C(CN1CCCN(S(=O)(=O)c2ccc(Br)cc2)CC1)Nc1ccc2c(c1)OCO2
→ 0% | 1.9%
- CCOc1ccc(C2=C/C(=C/c3ccc(N(C)C)cc3)C(=O)O2)cc1
→ 1% | -17%
- COC(=O)Cc1cc(=O)[nH]c(/N=C(\N)Nc2ccccc2C)n1
→ . | -1.1%
- Cc1ccc(C)c(NC(=O)c2nnn(Cc3ccccc3C)c2N)c1
→ -3% | 2.9%
- CC(C)(C)NC(=O)CN(C(=O)CS(=O)CC(=O)Nc1ccc(F)cc1)c1ccc(F)c(Cl)c1 (configuration not stated)
→ -11% | 3.4%
- Cc1ccc(C(=O)c2cn[nH]c2-c2cc(Cl)ccc2O)cc1
→ 3% | 3.9%
- O=C(Nc1ccccc1C(F)(F)F)N1CCN(c2ccc3nncn3n2)CC1
→ 8% | 6.5%
- COC(=O)c1ccc(C(=O)OC)c(NC(=O)c2cccc(OC)c2)c1
→ 4% | 0.0%
- CC(C)(C)C(=O)c1no[n+]([O-])c1/C(=N/O)C(C)(C)C
→ -10% | -5.8%
- CC(C)c1cc(N2CCN(C(=O)c3ccco3)CC2)n2c(nc3ccccc32)c1C#N
→ 0% | -1.9%
- Cc1cccc(NC(=O)c2ccccc2OCC(=O)N2CCOCC2)c1C
→ -18% | 6.2%
- Cc1ccc(CS(=O)(=O)CCC(=O)NCCN2CCCCC2C)cc1 (configuration not stated)
→ 2% | 12%
- O=C(/C=C/c1ccccc1)NCc1ccc(Cl)cc1
→ -5% | 0.7%
- CCOC(=O)c1sc(-c2ccccc2)cc1N
→ -5% | 3.0%
- CC(C)OCCCNC(=O)C(=O)NCCc1ccc(Cl)cc1
→ 4% | -2.6%
- Cc1nn2cc(-c3ccc(Cl)cc3)nc2s1
→ -6% | 4.1%
- CCOc1ccc(/C(O)=C2/C(=O)C(=O)N(CCOCCO)C2c2cccnc2)cc1 (configuration not stated)
→ -10% | 4.9%
- CCOC(=O)C1CCN(C(=O)Nc2ccc3nc(C)c(C)nc3c2)CC1
→ -4% | 6.2%
- O=C(NCCCN1CCOCC1)c1c(O)c2cc(Br)cc(Br)c2[nH]c1=O
→ -3% | 0.7%
- Cc1cc(C)nc(/N=C(/NC(=O)c2ccccc2)Nc2cccc(C(F)(F)F)c2)n1
→ 2% | 3.5%
- O=c1c2c3c(sc2n2cnnc2n1-c1ccccc1)N(Cc1ccccc1)CCC3
→ -7% | 15%
- OCC1(CO)COC2(CCN(Cc3ccccc3)CC2)N1
→ 0% | -5.8%
- CCNC(=NCCc1ccc(OC)c(OC)c1)SC1CC(=O)N(c2ccccc2F)C1=O (configuration not stated)
→ 0% | -5.5%
- CC(OC(=O)c1ccco1)C(=O)NCc1cccs1 (configuration not stated)
→ -4% | 0.4%

Next part:
Each structure is followed by: MKP-3 inhibition | Hsp70 inhibitors
- COCCN(CCOC)S(=O)(=O)c1ccc(OC)cc1
→ 3% | -5.1%
- O=S(=O)(Nc1ccccc1N1CCCCC1)c1ccc(Cl)s1
→ . | 2.6%
- COc1ccccc1NC(=O)CC1S/C(=N\N=C(/C)c2cccc(NC(C)=O)c2)NC1=O (configuration not stated)
→ -2% | 4.5%
- CCOC(=O)C1=C(C)Nc2nc(C)nn2C1c1ccc(C)cc1 (configuration not stated)
→ 3% | -0.3%
- O=C(C1CCCCC1)N1CC(=O)N2CCc3ccccc3C2C1 (configuration not stated)
→ -1%&4% | .
- OC[C@H]1O[C@@H](n2cnc3c(Nc4ccccc4)ncnc32)[C@H](O)[C@@H]1O
→ -4% | 2.2%
- O=C(NCC1(c2ccccc2)CCCC1)c1ccccc1
→ 0% | -4.6%
- CC(=O)Nc1nonc1-c1nc2ccccc2n1CC1CC1
→ -10% | 0.6%
- Cc1cc(C)n2cc(CSc3ncccc3C(=O)O)nc2n1
→ -3% | -1.7%
- O=C(CCNc1ccc(F)cc1)c1ccc(Cl)c(Cl)c1
→ 2% | 3.7%
- CN1C(=O)C(=Cc2ccc(O)c(Cl)c2)C(=O)N(C)C1=O
→ -2% | 1.7%
- O=C(CCc1nc(-c2ccccc2F)no1)NCCN1CCN(Cc2ccccc2)CC1
→ -4% | 1.1%
- O=C(CN1C(=O)/C(=C/c2ccccc2Cl)SC1=S)Nc1ccc(C(=O)O)cc1
→ 5% | -0.5%
- CCNC(=O)c1c(N)sc2c1CCCCC2
→ 2%&-1% | 2.7%&18%
- CC(C)[C@H](NC(=O)OC(C)(C)C)c1nnc(S(=O)(=O)Cc2c(F)cccc2Cl)o1
→ -1% | -4.0%
- COC(=O)c1ccc(Oc2nc3ccccc3n3c(C)nnc23)cc1
→ -4% | -5.4%
- CCOc1ccccc1NC(=O)CN(c1cccc(OC)c1)S(=O)(=O)c1ccccc1
→ 0% | -0.6%
- CCOC(=O)CCc1c(C)c2ccc(O)cc2oc1=O
→ -4% | -3.8%
- COC(=O)C(NC(C)=O)(Nc1ccccn1)C(F)(F)F (configuration not stated)
→ 2% | 0.8%
- O=c1c(Cc2ccccc2)c(O)nc2n1CCS2
→ -3%&5% | -3.8%&-5.1%
- Cc1ccc(-n2c(C(C)n3nc(C)c([N+](=O)[O-])c3C)n[nH]c2=S)cc1 (configuration not stated)
→ . | 1.7%
- O=C(Cn1ccccc1=O)c1cccs1
→ 2% | -3.4%
- CCc1cc(=O)oc2cc(OCc3ccc(C)cc3)ccc12
→ -1% | -2.2%
- CCC1(C)Cc2c(sc3[nH]c(=S)n(-c4ccccc4)c(=O)c23)CO1 (configuration not stated)
→ 2% | -3.2%
- Cc1sc2nc(C)n(/N=C/c3ccccc3)c(=O)c2c1C
→ . | 8.5%
- Cc1ccc(C(=O)n2cnnc2N)cc1C
→ -12% | -0.9%
- O=C(NCc1ccccc1)C(=O)NCc1ccncc1
→ 1% | -5.1%
- COc1cccc(Cn2nnc(C(=O)Nc3cc(Cl)ccc3OC)c2N)c1
→ -2% | 3.1%
- Cc1cccnc1NC(=O)Nc1cccc(F)c1
→ 1% | -0.7%
- CCOC(=O)c1cnc(SCC(=O)Nc2ccc(N3CCOCC3)cc2)nc1N
→ . | 4.4%

Carrying on.
Each structure is followed by: MKP-3 inhibition | Hsp70 inhibitors
- CC1=C(C(=O)OCCOC(C)C)C(c2cccnc2)C2=C(CCCC2=O)N1 (configuration not stated)
→ -12% | -3.2%
- CCc1nc(SCC(=O)N2CCCc3ccccc32)c2oc3ccccc3c2n1
→ . | -4.7%
- CCOC(=O)c1sc(NC(=O)CN2CCOCC2)c(C(=O)OCC)c1C
→ 0% | 3.3%
- O=C(Nc1ccccc1I)c1ncn[nH]1
→ 2% | -0.6%
- O=C(O)CCSc1nnc(-c2cccnc2)n1-c1ccccc1
→ . | 0.2%
- Clc1ccccc1-c1noc(COc2ccc(Br)cc2)n1
→ 5% | 0.9%
- Cc1ccc(-n2c(SCC(=O)NCC3CCCO3)nc3n[nH]c(C)c3c2=N)cc1Cl (configuration not stated)
→ . | 0.9%
- COc1ccc(CCNC(=O)CN(c2cc(C)cc(C)c2)S(=O)(=O)c2ccc(OC)c(OC)c2)cc1OC
→ 0% | -1.3%
- CCSC(C)CC1CC(=O)CC(=O)C1C(=O)OC (configuration not stated)
→ -5% | -4.8%
- C=CCSc1ncccc1C(=O)NCc1ccccc1
→ 4% | -2.0%
- O=C(Nc1cccc2ccccc12)N1CCN(Cc2ccccc2)CC1
→ -8% | 1.8%
- CCn1nc(CC(=O)Nc2nnc(CC(=O)N3CCCCC3)s2)c2ccccc2c1=O
→ -6% | -0.4%
- Cc1c(/C=C/c2nc3ccccc3c(=O)[nH]2)c2ccccc2n1C
→ 43% | -3.8%
- CCN(CC)Cc1cc(NC2=NS(=O)(=O)c3ccccc32)ccc1OC(=O)C(C)C
→ . | 4.4%
- Brc1ccc(-c2nc3ncccn3c2NC2CCCCC2)o1
→ . | 21%
- CCC1=NN(C(=O)c2ccncc2)C(O)(C(F)(F)F)C1 (configuration not stated)
→ 1% | -4.4%
- c1ccc2c(c1)[nH]c1c(N3CCC4(CC3)OCCO4)ncnc12
→ 1% | 5.5%
- COc1cc(/C=N/NC(=Nc2ccc(C)cc2)c2nc3ccccc3s2)ccc1O
→ . | -2.2%
- Cc1cc(NC(=O)C2C3C(=O)N(CCC(C)C)C(C(=O)NCc4ccccc4)C34C=CC2(C)O4)no1 (configuration not stated)
→ 2% | -1.1%
- O=C1NC(=O)N(c2ccc(Cl)cc2)C(=O)/C1=C/c1ccc(-c2ccc(Cl)cc2[N+](=O)[O-])o1
→ 10% | 2.7%
- CC1(C)CC(O)CC(C)(CN=Cc2c(O)n(-c3ccc(Cl)cc3)c(=O)[nH]c2=O)C1 (configuration not stated)
→ -4% | -6.8%
- O=C1C(=O)N(CC2CCCO2)C(c2ccc(Br)cc2)/C1=C(/O)c1ccccc1 (configuration not stated)
→ 4% | -3.2%
- Cc1ccccc1N(CC(=O)O)S(C)(=O)=O
→ 2% | -2.6%&-5.2%
- COc1cc(OC)c(OC)cc1CN1CCN(c2ccccc2OC)CC1
→ -4% | 5.9%
